Screening results (PubChem BioAssay)
E-selectin induc: E-selectin induction on HUVECs; P16581; activation, % at 7.58 µM; actives 0.37% (n = 260,000); HUVEC E-selectin immunofluorescence imaging; normalized: neutral wells 0, TNF-alpha wells 100;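 active means mean E-selectin-positive cell signal at least 10% of the positive control, reached in at least 60% of replicates, without over 20% cell loss; inconclusive means no rule given, readout overlaps actives, possibly toxicity-flagged; inactive means the rest, including those meeting only one limit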;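 further: in these data hits start at about 27%; measured in HUVEC primary endothelial cells; signal is the percent of cells scored E-selectin positive by PE staining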
Target sequence (P16581 whole entry, looked up): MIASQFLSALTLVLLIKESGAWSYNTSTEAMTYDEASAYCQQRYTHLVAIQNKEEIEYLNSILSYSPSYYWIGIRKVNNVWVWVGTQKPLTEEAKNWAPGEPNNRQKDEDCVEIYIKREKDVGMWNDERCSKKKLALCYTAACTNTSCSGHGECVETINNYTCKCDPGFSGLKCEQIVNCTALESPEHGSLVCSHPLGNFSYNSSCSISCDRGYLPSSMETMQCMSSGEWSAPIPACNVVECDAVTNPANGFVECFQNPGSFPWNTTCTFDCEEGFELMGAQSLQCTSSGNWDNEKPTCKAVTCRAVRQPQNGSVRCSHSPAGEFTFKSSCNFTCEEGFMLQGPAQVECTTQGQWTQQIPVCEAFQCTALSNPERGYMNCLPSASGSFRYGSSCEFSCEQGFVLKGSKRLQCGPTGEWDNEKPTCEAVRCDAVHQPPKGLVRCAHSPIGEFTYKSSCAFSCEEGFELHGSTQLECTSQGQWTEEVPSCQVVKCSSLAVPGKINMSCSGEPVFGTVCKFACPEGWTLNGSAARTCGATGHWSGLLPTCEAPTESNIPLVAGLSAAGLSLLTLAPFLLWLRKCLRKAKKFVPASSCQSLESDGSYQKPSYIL
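Read-out: % PE-positive cells | Test system: HUVEC | Doses: One compound dose added by pin transfer | Buffer or medium: EGM-2 over gelatin coat | Signal: Immunofluorescence imaging | Benchmarks: TNF-alpha, DMSO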
CASP6 VEID inh: inhibitors of human caspase-6. P55212. purified caspase-6, Z-VEID-R110 cleavage fluorescence. inhibition, % at 12.5 µM. actives 0.53% (n = 350,000). AID 686996;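 active means mean inhibition across replicates at least about 35%, with every replicate also reaching that limit, limit read from the data; inconclusive means only one of the two criteria met; inactive means neither criterion met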;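 further: 0% = median of neutral control wells and 100% = no fluorescence left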
PglD inh: inhibitors of Campylobacter jejuni PglD acetyltransferase; purified PglD enzyme, DTNB colorimetric CoA detection; inhibition, % at 12.5 µM; actives 0.098% (n = 360,000); AID 602405; in the data active means inhibition above about 16%, passing the limit was not always enough; inconclusive means no clear call, values can overlap the other calls; further: strong numbers were not always called active
ARNT TACC3 PPI: disrupts binding between human ARNT and TACC3 | actives 0.66% (n = 390,000) | Q9Y6A5 | inhibition, % at 9.99 µM | AlphaScreen His-ARNT PAS-B/GST-TACC3 binding, luminescence; TACC3 fragment carries E629A point mutation;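 active means mean inhibition of replicates at least 50% and at least half of replicates each reaching 50%; inconclusive means half or more replicates reach 50% but mean below 50%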;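 further: 0% = complete ARNT plus TACC3 wells and 100% = ARNT alone without TACC3; many hits fall short of the cut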
esBAF inh: inhibitors of esBAF chromatin remodeling in mouse ES cells; Bmi1-luciferase knock-in reporter, 24 h; 100% = twice the neutral-well signal; reporter increase, % at 12.5 µM; actives 2% (n = 350,000); in the data active means activation above about 40%; inconclusive means no clear call, values can overlap the other calls;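 further: 0% = median of the plate's neutral control wells and 100% = double that signal; a rise in the Bmi1 reporter signal indicates esBAF inhibition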
RAD52 anneal inh: RAD52 (human) annealing inhibition; P43351; recombinant RAD52 DNA annealing, FRET fluorescence; inhibition, % at 18.7 µM; actives 0.46% (n = 360,000); AID 651710;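 active means every replicate showing at least 50% inhibition; inconclusive means mean inhibition at least 50% but not in every replicate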
Target sequence (P43351 whole entry, looked up): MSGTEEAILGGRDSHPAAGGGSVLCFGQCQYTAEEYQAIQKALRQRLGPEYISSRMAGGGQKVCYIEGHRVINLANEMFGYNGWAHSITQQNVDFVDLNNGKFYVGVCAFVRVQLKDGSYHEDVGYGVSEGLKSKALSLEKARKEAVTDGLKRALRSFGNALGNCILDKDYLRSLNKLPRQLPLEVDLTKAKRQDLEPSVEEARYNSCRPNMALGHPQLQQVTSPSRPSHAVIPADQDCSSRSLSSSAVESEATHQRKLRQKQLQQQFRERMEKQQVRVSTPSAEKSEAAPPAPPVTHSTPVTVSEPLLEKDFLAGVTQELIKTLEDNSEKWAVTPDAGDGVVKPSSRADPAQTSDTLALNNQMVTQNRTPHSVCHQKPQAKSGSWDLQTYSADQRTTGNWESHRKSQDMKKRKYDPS
RAD54 branch: blocks human RAD54 Holliday junction branch migration | actives 0.14% (n = 360,000) | inhibition, % at 10.4 µM | AID 602329 | FAM/BHQ fluorescence | Q92698;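 active means mean normalized replicate activity at least 40 and at least half of replicates scoring 40 or more; inconclusive means only one of the two criteria met; inactive means mean below 40 and under half of replicates reaching 40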;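 further: 0% = median of neutral control wells and 100% = median of positive control wells; inhibitors cause a drop in the FAM fluorescence signal; in these data hits start at about 50%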
ERp5 inh: ERp5 (human) disulfide isomerase inhibition | Q15084 | ERp5 insulin aggregation, absorbance 650 nm, 90 min | inhibition, % at 9.99 µM | actives 0.05% (n = 350,000) | AID 651711;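 active means mean replicate inhibition above about 25%, with every replicate also reaching it, limit read from the data, passing the limit was not always enough; inconclusive means only one of those two criteria met; inactive means neither criterion met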
* marks the source's active call; other numbers are inactive results; ? = inconclusive; . = no result given.

SMILES	E-selectin induc	CASP6 VEID inh	PglD inh	ARNT TACC3 PPI	esBAF inh	RAD52 anneal inh	RAD54 branch	ERp5 inh
O=C1CCN(Cc2ccccc2)C(=O)N1c1ccccc1	0.1	0.0	-4.9	0.6	-2.4	10.2	0.2	4.2
CCCNC(=O)C[C@H]1CC[C@@H]2[C@@H](COc3ccc(NS(=O)(=O)CC)cc3C(=O)N2C)O1	0.0	-0.3	2.4	2.0	-1.9	12.2	-1.0	3.9
O=C(Nc1ccc(F)cc1)N1CCCCN2[C@@H](CO)[C@@H](c3ccc(C#Cc4ccccn4)cc3)[C@@H]2C1	-0.2	-2.4	-3.1	18.6	.	-26.5	2.0	-0.3
Cc1ccc(C2(C)NC(=O)N(CC(=O)Nc3ccccc3N3CCCCC3)C2=O)cc1 (centres undefined)	.	-5.5	6.1	4.2	.	-11.5	2.1	-4.4
COc1ccccc1-c1nc(-c2ccccn2)no1	-0.1	3.2	-1.0	6.6	-74.1	2.9	-19.1	6.1
CCc1c(C)nc2nc(SCc3ccccc3Cl)[nH]n2c1=O	-0.3	-1.3	-4.2	-4.3	-3.6	-12.3	-1.0	3.2
COc1ccc(Cn2ccc(=O)c(Cc3c(Cl)cccc3Cl)c2C)cc1	.	.	1.7	-7.6	4.7	.	4.4	.
COc1cc(OC)cc(C(=O)NN2CCCCC2)c1	.	.	4.6	2.6	-3.0	.	-0.1	.
CN(C(=O)CSc1ncnc2sc3c(c12)CCC3)C1CCS(=O)(=O)C1 (centres undefined)	.	-0.8	-1.1	5.0	-4.0	-20.4	-0.8	2.8
Cc1nnc(SCCC(=O)Nc2ccc(F)cc2)s1	.	.	-1.2	-9.4	3.5	.	-9.8	.
COc1ccc(C2=Nn3c(nnc3-c3ccc(OC)cc3)SC2)cc1	.	.	2.0	-7.6	-1.4	.	4.6	.
COc1cccc(Cl)c1NC(=O)N1CCc2c([nH]c3ccccc23)C1C(F)(F)F (centres undefined)	.	-1.4	.	-0.9	.	-5.0	.	2.3
CC(C)NC(=O)Nc1ccc2c(c1)C(=O)N([C@H](C)CO)C[C@H](C)[C@H](CN(C)Cc1ccc(Oc3ccccc3)cc1)O2	0.1	-1.1	-2.8	5.2	2.4	-11.1	-4.5	-6.2
CC(=O)c1cccc(CN2CCC(C(=O)Nc3ccc(-c4cccc(C)c4)cc3)CC2)c1	.	3.3	-1.6	3.1	-16.3	-18.0	-8.6	-2.8
O=C(C[C@H]1CC[C@@H]2[C@H](COC[C@H](O)CN2Cc2ccc(Cl)cc2)O1)NCc1ccccc1Cl	-0.1	-0.5	1.3	3.0	3.7	6.3	7.8	-2.3

Single entries from above:
PglD inh with CC(=O)c1cccc(CN2CCC(C(=O)Nc3ccc(-c4cccc(C)c4)cc3)CC2)c1 is entered as -1.6
PglD inh with CN(C(=O)CSc1ncnc2sc3c(c12)CCC3)C1CCS(=O)(=O)C1 (centres undefined) is entered as -1.1

Further records follow:
SMILES	E-selectin induc	CASP6 VEID inh	PglD inh	ARNT TACC3 PPI	esBAF inh	RAD52 anneal inh	RAD54 branch	ERp5 inh
CC(=O)N1c2ccccc2NC2=C(C(=O)CCC2)C1c1ccc(F)cc1 (centres undefined)	.	.	0.1	-4.5	2.9	.	5.9	.
Cc1ccc(OCCC(=O)O)cc1	1.3	7.7	-1.6	0.8	-1.8	-9.1	-11.7	-0.9
C[C@@H]1CN([C@@H](C)CO)C(=O)c2cc(NS(=O)(=O)c3ccc(F)cc3)ccc2O[C@H]1CN(C)S(=O)(=O)c1cn(C)cn1	0.1	-2.5	.	.	0.2	-0.7	.	-7.8
CCNC(=O)C[C@H]1CC[C@@H]2[C@H](COc3ccc(NS(=O)(=O)c4ccccc4C)cc3C(=O)N2C)O1	-0.1	2.4	0.8	-9.1	4.5	-8.7	-2.8	1.4
COc1ccc(/C=C/C(O)=C(\C#N)c2nnc(N3CCOCC3)n2-c2ccccc2)cc1OC	2.0	-3.3	.	-0.5	10.5	-18.4	.	-6.2
CN(c1ccccc1)S(=O)(=O)c1cccc(NC(=O)CSc2ncc(C(F)(F)F)cc2Cl)c1	?	0.4	-0.2	.	.	-28.1	-8.7	-3.1
Cc1cc(C)cc(NC(=O)C2CCCN2S(=O)(=O)c2ccc3c(c2)C(C)(C)C(=O)N3C)c1 (centres undefined)	0.1	-3.3	2.2	.	-4.3	-7.9	-10.1	1.2
O=C1CCc2cc(S(=O)(=O)NC3CCCCC3)cc3c2N1CC3	-0.1	14.9	.	-4.0	.	-6.0	.	1.3
COC(=O)Oc1cncc(C(=O)O)c1	.	.	-8.1	17.9	-9.5	.	3.4	.
Cc1ccc(S(=O)(=O)N2CCN(C(=O)Cc3ccsc3)CC2)c(C)c1	-0.1	3.3	3.2	-4.9	.	-14.6	-3.9	-3.0
COc1ccccc1CNC(=O)c1cc(-c2cc(F)ccc2OC(C)C)n[nH]1	0.9	-1.0	3.8	.	-2.3	-28.0	9.2	-2.8
COc1ccc(N(CC(=O)Nc2cc(C)ccc2C)S(=O)(=O)c2c(C)nn(C)c2C)cc1	0.1	0.6	1.0	-3.4	1.7	2.3	-0.6	7.1
C[C@@H]1CN([C@H](C)CO)C(=O)Cc2cc(NC(=O)Nc3ccc(F)cc3)ccc2O[C@H]1CN(C)C(=O)Nc1ccc2c(c1)OCO2	-3.1	0.1	1.0	1.1	-0.1	25.1	-0.1	0.3
O=C(Cn1nnc(-c2ccccc2)n1)NNC(=O)c1ccc(Br)cc1	.	0.7	.	-6.5	-6.7	-2.9	.	2.1
COc1ccc(S(=O)(=O)N(C)C[C@@H]2OCCCC[C@@H](C)Oc3ccc(NS(=O)(=O)c4ccc(F)cc4)cc3C(=O)N([C@H](C)CO)C[C@H]2C)cc1	1.0	2.3	-1.1	-7.3	-1.3	6.0	-8.4	-3.0
CCc1nc2c(OCc3ccccc3C(=O)OC)cccn2c1N(C)C(=O)Nc1ccccc1OC	0.4	-0.2	-0.2	.	9.0	-57.6	-6.7	4.6
O=C(c1ccc(F)cc1)N1CCOCC1	.	-0.5	0.0	-3.0	-0.9	-6.6	2.3	-0.7
O=C(CCC(=O)c1ccc(Oc2ccccc2)cc1)Nc1cccc(Cl)c1	.	-4.0	4.6	-5.1	1.1	-8.9	0.9	0.5
CC(C)C[C@@H](CN1CCC[C@H]1CN1C(=O)C(=O)NC[C@@H]1Cc1ccccc1)N1C[C@H](Cc2ccc(O)cc2)N(CCc2ccccc2)C(=O)C1=O	1.1	6.2	.	.	.	5.9	.	-0.3
CC(=O)C1=C(O)C(=O)N(c2ccc(C)cc2)C1c1ccc([N+](=O)[O-])cc1 (centres undefined)	.	-0.9	.	-6.5	.	-4.3	.	5.1
CC(C)(C)S(=O)N1Cc2cc(C(=O)NCc3ccc(Oc4ccccc4)cc3)nc(-c3cccc(-c4cc5ccccc5o4)c3)c2[C@@H]1CCO (some centres undefined)	.	3.4	-0.1	.	-8.9	-62.6	-1.2	-3.6
C[C@@H]1CCCCO[C@@H](CN(C)Cc2ccc(C(F)(F)F)cc2)[C@H](C)CN([C@H](C)CO)C(=O)c2cc(NC(=O)Cc3ccccc3)ccc2O1	0.8	3.0	-1.1	-4.6	-3.5	-98.9	-23.1	-1.6
CC1CCCCC1NC(=O)Cn1nnc2ccccc2c1=O (centres undefined)	-0.1	3.9	.	8.8	.	2.8	.	-4.1
C[C@H](CO)N1C[C@H](C)[C@@H](CN(C)S(=O)(=O)c2ccc(F)cc2)OCCCC[C@H](C)Oc2ccc(N(C)C)cc2C1=O	-0.1	0.3	2.1	20.1	-3.2	-33.5	1.8	-9.9
O=C1CNC(=O)/C1=C/c1ccc(O)cc1	.	.	-4.6	12.3	-14.7	.	-1.1	.
CC(C)c1ncc(CO)n1Cc1c(Cl)cccc1Cl	.	-0.9	-5.6	.	-5.3	-1.1	-2.7	1.4
CNC(=O)c1ccsc1NC(=O)CS(=O)(=O)c1ccccc1	-0.1	-2.6	.	-0.1	.	-7.2	.	-5.8
CCN(C(=O)Cn1cnc2c1c(=O)n(C)c(=O)n2C)C1CCS(=O)(=O)C1 (centres undefined)	0.4	0.5	0.9	-11.2	-3.2	-3.2	-10.5	-12.3
CC(NC(=O)C(=S)N1CCN(C)CC1)c1ccccc1 (centres undefined)	.	2.6	-0.5	-0.9	-6.4	-10.5	-0.9	3.8
COC(=O)c1cc2c(c3c4cc(F)ccc4n(C(=O)c4ccccc4)c13)C(=O)N(C1CCCCC1)C2	-0.1	1.1	.	.	.	-14.7	.	5.5
O=S(=O)(c1ccccc1)N1CCSC1c1ccco1 (centres undefined)	.	.	0.8	-3.6	-3.8	.	-7.8	.
CC(C)NC(=O)N(C)C[C@@H]1Oc2ccc(NS(=O)(=O)c3ccc(F)cc3)cc2CC(=O)N([C@@H](C)CO)C[C@H]1C	0.1	4.0	-31.7	-5.0	2.3	3.6	1.6	-2.9
COc1ccccc1N1CC(C)(C)C(=O)N(C(=O)c2c(F)cccc2Cl)C1=S	0.0	0.8	-2.6	-3.5	-3.5	-5.2	-0.6	0.1
Cc1ccc(OC(=O)CCC(=O)N2CCc3ccccc32)cc1	.	.	-9.7	-9.7	-10.5	.	-13.5	.
CC(=O)Nc1ccccc1C(=O)C(=O)Nc1cccc(C(=O)N2CC(C)CC(C)C2)c1 (centres undefined)	2.7	1.6	.	4.2	.	-11.6	.	1.0
COc1cc(SC)ccc1C(=O)NCc1ccc(C)cc1	.	.	2.2	-6.0	31.1	.	2.0	.
COc1ccccc1C(=O)NC(=O)COC(=O)c1nc(Cl)ccc1Cl	.	1.8	0.1	-3.7	-8.6	-8.6	-4.9	-1.5
COc1ccc(C(=O)O)cc1S(=O)(=O)Nc1ccc2cn[nH]c2c1	0.0	3.0	3.0	4.8	0.0	-5.2	1.2	3.6
O=C(Nc1ccccc1F)N[C@@H]1CC[C@@H](CCNC(=O)C2CCOCC2)O[C@@H]1CO	-0.3	2.6	3.4	-3.2	-3.3	-5.3	-1.2	-4.2
CC12CCC3C(CCC4N(CCO)CCC34C)C1CCC2O (centres undefined)	0.2	-9.8	3.6	2.3	1.2	-4.3	6.1	0.1
O=C(Nn1cnc2ccccc2c1=O)c1ccc(Cl)c([N+](=O)[O-])c1	.	-0.7	4.3	-8.1	5.4	0.2	-1.6	1.7
COc1ccc(-c2ccc(CCC(=O)O)n2C(C)C)cc1	.	.	-6.9	-2.9	-2.0	.	-4.3	.
O=C(C[C@H]1CC[C@H]2[C@@H](COC[C@@H](O)CN2Cc2ccncc2)O1)NCc1ccccc1Cl	0.1	0.6	0.1	1.9	-1.0	0.1	2.7	0.9
CNc1nc(Oc2ccc(=O)n(C)n2)nc(N2CCOCC2)n1	.	.	-0.9	-10.8	-6.3	.	1.8	.
O=C(C[C@H]1C[C@H]2c3cc(NS(=O)(=O)c4ccc(F)cc4)ccc3O[C@H]2[C@H](CO)O1)NCC1CC1	0.0	.	13.8	14.2	-19.1	.	-0.4	.
COc1ccc(OC2OC3COC(c4ccco4)OC3C(O)C2NC(C)=O)cc1 (centres undefined)	.	0.1	.	-0.7	.	-23.2	.	1.7

2 compounds from above with just CASP6 VEID inh and PglD inh.
Compound | CASP6 VEID inh | PglD inh
COc1ccccc1C(=O)NC(=O)COC(=O)c1nc(Cl)ccc1Cl | 1.8 | 0.1
COc1ccc(C(=O)O)cc1S(=O)(=O)Nc1ccc2cn[nH]c2c1 | 3.0 | 3.0
